JMJD2E inh = blocks human JMJD2E demethylase activity | 1.6% of 230,000 active | Potency, µM (titrated, usually from 57.1 µM), inactives show at the highest dose activity change, negative = inhibition, most hits filed as inhibitors | JMJD2E catalytic domain, FDH-coupled NADH fluorescence (FDH is formaldehyde dehydrogenase) | AID 2147; active = well fitted inhibition curve with a large enough effect, not every such curve was filed as active; inconclusive = small, poorly fitted or top-dose-only effect, or another doubt; inactive = no such curve, though single readings can be large or run the other way;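 also: 0% = wells with enzyme and -100% = buffer wells without enzyme; nearly all actives have a fitted effect of over 50% in size; many of its hits are not listed in these tables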
Target sequence (B2RXH2 1-337 limits assumed): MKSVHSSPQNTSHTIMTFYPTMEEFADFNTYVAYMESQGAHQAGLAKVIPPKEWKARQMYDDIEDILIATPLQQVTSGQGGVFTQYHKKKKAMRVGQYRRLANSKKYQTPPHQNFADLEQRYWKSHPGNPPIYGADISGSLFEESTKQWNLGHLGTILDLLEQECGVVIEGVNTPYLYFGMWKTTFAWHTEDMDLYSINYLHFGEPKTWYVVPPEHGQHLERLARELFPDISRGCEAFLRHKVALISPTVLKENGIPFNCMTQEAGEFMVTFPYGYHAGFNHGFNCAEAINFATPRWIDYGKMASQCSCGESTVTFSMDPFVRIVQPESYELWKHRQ
SMN2 splice up = increases expression of the SMN2 splice variant. HEK293 SMN2-luciferase splicing reporter, luminescence, 30-36 h. Potency, µM (top dose mostly 46.1 µM), inactives show top-dose activity change, positive = activation, most hits filed as activators. 2.8% of 210,000 active; also: % of control where 0% means no effect; nearly all actives have a fitted effect of over 55% in size
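HEK293 cells carry an SMN2 minigene-luciferase reporter in which exon 7 inclusion puts luciferase in frame. Cells were seeded at 2000 cells/well, attached for 10-12 hours, then exposed to compounds for 30-36 hours at 37C before ONE-Glo luminescence.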
TR SRC2 fluor cs = counter-screen for TRb-SRC2 inhibitors: fluorescence interference | TRb/SRC2 Texas Red total fluorescence interference | Potency, µM (doses to about 106 µM), without a hit: top-dose fluorescence change, negative = quenching | 0.29% of 280,000 active | AID 1479; active = well fitted curve in either direction with a large enough effect; inconclusive = small, poorly fitted or top-dose-only effect; also: % is scaled to controls: 0 for no effect and ±100 for the full control effect
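Human TRb ligand-binding domain at 0.6 uM with 20 nM Texas Red SRC2 peptide in Tris buffer containing 1 uM T3 and 5% DMSO, incubated with compound 5 h at ambient temperature. Total fluorescence (555/632 nm) calculated as parallel + 2 × perpendicular.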
Lamin A splicing = modulators of lamin A splicing; HeLa LMNA splicing GFP/RFP minigene ratio, 48 h; Potency, µM (series often up to 46.1 µM), for the others: at the highest dose ratio change, negative = inhibition, actives largely listed as inhibitors; 0.01% of 200,000 active; AID 1487; active = well fitted inhibition curve with a large enough effect in the signal ratio, with a control signal flat, not every such curve was filed as active; inconclusive = small, poorly fitted or top-dose-only effect, or effect the other way, or a change in a side signal; the % refers to the signal ratio; also: % is scaled to controls: 0 for no effect and ±100 for the full control effect
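S3 HeLa cells stably expressing lamin A-EGFP splicing minigene plus DsRed2, 600 cells/well, 48 h compound exposure at 37C. Laser-scanning cytometry; analysed as GFP (500-530 nm)/RFP (575-640 nm) total intensity ratio; 0.5% DMSO vehicle.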
ALDH1A1 inh = blocks purified human ALDH1A1 activity. P00352. Purified ALDH1A1, NADH fluorescence, propionaldehyde substrate. Potency, µM (top dose mostly 75.3 µM), for inactives: top-dose activity, negative = inhibition, actives largely listed as inhibitors. 7.3% of 220,000 active; active = well fitted inhibition curve with a large enough effect, not every such curve was filed as active; inconclusive = small, poorly fitted or top-dose-only effect, or another doubt; inactive = no such curve, though single readings can be large or run the other way;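 also: plate controls were no enzyme wells and a reference inhibitor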
Target sequence (P00352 whole entry, looked up): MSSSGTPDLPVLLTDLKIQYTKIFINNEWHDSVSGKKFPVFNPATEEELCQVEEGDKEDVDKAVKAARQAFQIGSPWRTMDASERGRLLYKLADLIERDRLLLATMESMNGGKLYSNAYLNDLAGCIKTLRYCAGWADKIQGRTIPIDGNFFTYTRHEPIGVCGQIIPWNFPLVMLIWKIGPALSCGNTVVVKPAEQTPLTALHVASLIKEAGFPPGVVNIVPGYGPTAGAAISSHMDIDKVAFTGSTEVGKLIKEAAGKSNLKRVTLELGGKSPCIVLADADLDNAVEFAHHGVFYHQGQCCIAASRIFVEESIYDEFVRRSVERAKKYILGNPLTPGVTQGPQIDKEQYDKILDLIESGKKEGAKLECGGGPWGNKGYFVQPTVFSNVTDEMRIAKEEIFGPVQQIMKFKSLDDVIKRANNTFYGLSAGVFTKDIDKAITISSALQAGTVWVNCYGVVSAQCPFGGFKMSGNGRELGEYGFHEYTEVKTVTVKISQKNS
GoLoco inh red = blocks human Gai1 binding to RGS12 GoLoco peptide, red readout; P63096; Gai1:RGS12 GoLoco peptide FP, rhodamine, 10 min; Potency, µM (doses to about 61.6 µM), without a hit: at the highest dose activity, negative = inhibition, actives largely listed as inhibitors; 0.44% of 230,000 active; AID 880; active = well fitted inhibition curve with a large enough effect, not every such curve was filed as active; inactive = no such curve, though single readings can be large or run the other way; also: % is scaled to controls: 0 for no effect and ±100 for the full control effect; nearly all actives have a fitted effect of over 30% in size; many of its hits are not listed in these tables
TRb SRC2 PPI = disrupts binding of human TR beta to SRC2. P10828. TRbeta-SRC2 peptide binding, fluorescence polarization; receptor liganded with 1 µM T3. Potency, µM (titrated, usually from 106 µM), for the others: at the highest dose activity change, negative = inhibition, most hits filed as inhibitors. 0.065% of 280,000 active. AID 1469;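 also: plate controls were bound peptide for no effect and peptide without receptor for full effect; nearly all actives have a fitted effect of over 50% in size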
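Each compound concentration gave % activity, normalized to unbound and bound Texas Red SRC2 controls, from polarization read after 5 hr ambient incubation with T3-loaded human TRb LBD.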
RECQ1 inh = inhibitors of human RECQ1 DNA helicase. RECQ1 DNA unwinding, red fluorescence kinetic read. Potency, µM (titrated, usually from 57.3 µM), for inactives: at the highest dose activity, negative = inhibition, most hits filed as inhibitors. 0.54% of 240,000 active;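 also: plate controls were vehicle for no effect and no enzyme for full effect; nearly all actives have a fitted effect of over 30% in size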
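RECQ1T1 50 nM; forked duplex (20 bp + 30-nt ss tails) 200 nM, ATP 2 mM final; pH 8.0, 2 mM MgCl2, 2.5 ug/ml poly(dI-dC); 15 min compound preincubation; discontinuous kinetic read over 2 h at RT.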
Numbers without * were called inactive; i = inactive; ? = inconclusive; . = not tested or not shown; & = joins results of further samples; [ ] = dose if it differs, or a comment. Unless noted, calls follow the shape of the dose curve; as a rule, active = well fitted curve in the direction sought with a large enough effect; inconclusive = small, poorly fitted or top-dose-only effect, or another doubt; inactive = no such curve, though single readings can be large; an effect the other way counts as inactive or inconclusive. Potency is read from the fitted curve at half-maximal effect.

No. | structure | TRb SRC2 PPI | JMJD2E inh | GoLoco inh red | TR SRC2 fluor cs
1 | Cc1ccc(CC(=O)NCCS(=O)c2ccc(C)cc2)cc1 (configuration not stated) | -8% | -9% | 11% | -5%
2 | Cc1ccc(/C=C/C(=O)N(Cc2cccs2)C2CCS(=O)(=O)C2)cc1 (configuration not stated) | 1% | -2% | -3% | -3%
3 | CC(=O)Nc1c(O)nc(SCC(=O)Nc2nnc(CC(C)C)s2)[nH]c1=O | -12% | -29% | 4% | -3%
4 | O=C(Nc1nc(=S)ss1)c1ccc(Cl)cc1Cl | 4% | -7% | -5% | -1%
5 | CCOC(=O)CC(NC(=O)CCc1c(C)nc2nc(C)nn2c1C)c1ccc(C)cc1 (configuration not stated) | -5% | 1% | 2% | -1%
6 | Cc1ccc(-n2nc3ccc(NC(=O)c4cccc([N+](=O)[O-])c4C)cc3n2)cc1 | 4% | 7% | 0% | 4%
7 | Fc1ccc(NC(=S)NCc2cccnc2)cc1 | -8% | 10% | 5% | -1%
8 | COCCN(C(=O)C(C)C)c1nnc(-c2cccc(C)c2)s1 | 7% | 1% | -6% | 2%
9 | CCN(CC)c1ncccc1C(=O)NCc1cccs1 | -4% | 5% | -4% | 3%
10 | Cc1nc([N+](=O)[O-])c(C(=O)OCc2ccccc2Br)n1C | -7% | -4% | 1% | 1%
11 | C=CCNC(=O)N1CCc2nc(COc3ccccc3)c3c(c2C1)CO[C@@H](C)C3 | -1%[11.2 µM] | 2%[11.4 µM] | 5%[14.2 µM] | -2%[11.2 µM]
12 | CC(=O)Nc1cccc(NC(=O)c2ccc(C)c([N+](=O)[O-])c2)c1 | -3% | -10% | 1% | -1%

No. | SMN2 splice up | ALDH1A1 inh | Lamin A splicing | RECQ1 inh
1 | -13% | 0% | . | 12%
2 | . | . | . | -4%
3 | 12% | -12% | 1% | -2%
4 | ? | 6.3µM* | -1% | -1%
5 | -8% | -6% | 13%[46 µM] | -18%
6 | 11% | -4% | ? | -3%
7 | 15% | 9% | -20%[46 µM] | i
8 | -5% | ? | 3% | -1%
9 | 4% | 3% | 4% | i
10 | . | ? | . | -4%
11 | -10%[9.22 µM] | 16%[13.5 µM] | -1%[9.22 µM] | 4%[11.5 µM]
12 | 16% | -5% | . | -2%

Continuation.
No. | structure | TRb SRC2 PPI | JMJD2E inh | GoLoco inh red | TR SRC2 fluor cs
13 | COc1cccc(-c2nnc(-c3ccccc3NC(=O)c3ccc(C(C)(C)C)cc3)o2)c1 | -3% | ? | 4% | -2%
14 | CCOC(=O)c1c(-c2ccc(C)o2)csc1NC(=O)CSc1ncn[nH]1 | 1% | 0% | -19% | 0%
15 | CC[C@H](C)[C@H](NC(=O)[C@H](C)NC(=O)[C@H](CC(N)=O)NC(=O)[C@H](CCCCN)NC(=O)[C@H](Cc1ccccc1)NC(=O)[C@H](CC(C)C)NC(=O)[C@@H](NC(=O)[C@@H](NC(=O)[C@H](CC(C)C)NC(=O)[C@@H]1CCCN1C(=O)[C@@H](NC(=O)[C@H](CCC(N)=O)NC(=O)[C@H](CO)NC(=O)[C@H](CCCCN)NC(=O)[C@H](CCC(=O)O)NC(=O)[C@H](CO)NC(=O)[C@@H](NC(=O)[C@H](CCSC)NC(=O)[C@H](Cc1ccccc1)NC(=O)CNC(=O)CNC(=O)[C@@H](N)Cc1ccc(O)cc1)[C@@H](C)O)[C@@H](C)O)C(C)C)[C@@H](C)O)C(=O)N[C@H](C(=O)N[C@@H](CCCCN)C(=O)N[C@@H](CC(N)=O)C(=O)N[C@@H](C)C(=O)N[C@@H](Cc1ccc(O)cc1)C(=O)N[C@@H](CCCCN)C(=O)N[C@@H](CCCCN)C(=O)NCC(=O)N[C@@H](CCC(=O)O)C(=O)O)[C@@H](C)CC | -6%&6% | . | 6% | -2%&-1%
16 | O=C1NC(Cc2c[nH]c3ccccc23)C(=O)N1Cc1ccc(CN2C(=O)NC(Cc3c[nH]c4ccccc34)C2=O)cc1 (configuration not stated) | 10% | 0% | 13% | 2%
17 | COC(=O)c1cc(NC(=O)CN2CCOCC2)cc(C(=O)OC)c1 | 4% | 6% | 7% | 0%
18 | COC(=O)c1cc(=O)n(Cc2cccs2)c(=Nc2ccccc2)s1 | 21% | -2% | 2% | -3%
19 | Cc1ccccc1-c1nc(CN2CCC(C(=O)N3CCN(c4ccccn4)CC3)CC2)c(C)o1 | -5% | ? | 11% | -4%
20 | COc1ccccc1NC(=O)C1CC(=O)OC1c1ccccc1 (configuration not stated) | -2% | 6% | . | 1%
21 | F[Si-2](F)(F)(F)(F)F | 2% | . | -1% | 0%
22 | Cc1ccc(C#N)c(SCC(=O)Nc2nccs2)n1 | 3% | 13% | 14% | -1%
23 | COc1ccc(CN2CCCC(C(=O)c3cccc(C(F)(F)F)c3)C2)cc1O (configuration not stated) | -6% | 12% | 2% | -2%
24 | Cc1c(C(=O)/C=C/N(C)C)nnn1-c1ccc(Cl)cc1C#N | 5% | -1% | 12% | -9%

No. | SMN2 splice up | ALDH1A1 inh | Lamin A splicing | RECQ1 inh
13 | . | ? | . | i
14 | -2% | -17% | ? | -10%
15 | 0% | 3% | . | -17%
16 | -13% | -3% | . | 14%
17 | -8% | -5% | 4% | -10%
18 | . | . | . | -25%
19 | -16% | -6% | -3% | -9%
20 | . | -6% | -2% | -13%
21 | . | . | 3% | .
22 | 1.8µM* | 3% | . | 22%
23 | . | 16% | 1%[46 µM] | -11%
24 | . | . | . | -2%

Further compounds follow.
No. | structure | TRb SRC2 PPI | JMJD2E inh | GoLoco inh red | TR SRC2 fluor cs
25 | C/C(=N\NC(=O)c1cc(C)[nH]n1)c1cccs1 | -1% | -1% | 6% | 0%
26 | O=C(O)CSc1nnc(-c2cccs2)n1-c1ccc(Cl)cc1 | 11% | ? | 1% | -2%
27 | Cc1ccc(N2CCN(/N=C/c3sccc3C)CC2)cc1 | 4% | 4% | 9% | -2%
28 | Cc1scc(C(=O)N/N=C/c2ccsc2)c1C | -1% | -3% | 10% | -1%
29 | O=C(NCc1ccccn1)c1cc(S(=O)(=O)N2CCN(c3ccccc3)CC2)ccc1Cl | -18% | 2% | 12% | 0%
30 | CCCC(=O)Nc1ccc(Cl)c(NC(=S)NC(=O)c2ccco2)c1 | -2% | -7% | 9% | 0%
31 | COc1cccc(-c2nnn(C/C(N)=N/O)n2)c1 | 1% | 0% | 8% | 0%
32 | CCCOc1ccc(S(=O)(=O)N2C(=O)CC(=O)N(Cc3ccc(OCC)cc3)C2=O)cc1 | -2% | -2% | 12% | 1%
33 | COc1ccc(/C=C/C2=NN(Cc3ccccc3)C(=O)CC2)cc1 | 1% | -20% | 6% | 0%
34 | CCc1nnc(NS(=O)(=O)c2ccc(N/C=C/C(=O)c3ccc(C)cc3)cc2)s1 | 7% | ? | 2% | -2%
35 | CCN(C(=O)COC(=O)c1cccc(NS(=O)(=O)c2ccc(F)c(F)c2)c1)C1CCS(=O)(=O)C1 (configuration not stated) | -6% | 12% | 5% | -5%
36 | CCc1cc2cc3c(cc2nc1SCC(=O)N1CCN(C(=O)c2ccco2)CC1)OCO3 | -8% | -6% | -1% | 1%

No. | SMN2 splice up | ALDH1A1 inh | Lamin A splicing | RECQ1 inh
25 | 11µM* | 3% | 13%[46 µM] | i
26 | ? | -4% | -3% | -1%
27 | -29% | 15% | ? | -6%
28 | 18µM* | -4% | 6% | 11%
29 | -36%[inhibitor] | -14% | ? | i
30 | -6% | 1% | -10% | -5%
31 | 11% | 7% | -17% | -8%
32 | . | -9% | . | -4%
33 | -9% | -12% | -9%[46 µM] | -15%
34 | ? | ? | 14% | 1%
35 | 7% | 20% | -18%[46 µM] | 7%
36 | -3% | ? | -5% | -12%

Going on with the list.
No. | structure | TRb SRC2 PPI | JMJD2E inh | GoLoco inh red | TR SRC2 fluor cs
37 | c1csc(-c2nn[nH]n2)c1 | -5% | -1% | 5% | 0%
38 | O=C(NCc1ccco1)c1nnc(Cc2ccc(F)cc2)o1 | 4% | 6% | -4% | -4%
39 | c1ccc(C(c2ccccc2)N2CCN(Cc3nnnn3C3CCCC3)CC2)cc1 | -5% | -2% | 7% | -2%
40 | COC(=O)c1nnn(-c2nonc2N)c1CSc1ccc(Cl)cc1 | 1% | 3% | 2% | -1%
41 | CCCNC(=O)OCC12CC3CC(CC(C3)C1)C2 | 6% | -7% | 10% | 3%
42 | O=C(O)CC/C(=N\Nc1ccc(S(=O)(=O)N2CCCC2)cc1[N+](=O)[O-])c1cccs1 | -7% | 0% | -5% | -8%
43 | Oc1ccc(Cn2cc[nH]c2=S)cc1 | 4% | 3% | 10% | -3%
44 | O=C(O)C1C2C=CC(C2)C1C(=O)N1CCOCC1 (configuration not stated) | 0% | -6% | 6% | -8%
45 | O=C(NC1CCCC1)c1ccccc1OCc1ccccc1 | 6% | 1% | 9% | -3%
46 | Cc1n[nH]c(C)c1Sc1ccccc1N=Cc1cc(Cl)cc([N+](=O)[O-])c1O | 1% | 5% | 112%[activator] | 12%
47 | COC(=O)c1ccc(C(=O)OC)c(NC(=O)CSCc2ccccc2Br)c1 | -11% | -1% | -1% | -7%
48 | COc1ccc(NC(=O)CSc2n[nH]c(C(C)C)n2)c([N+](=O)[O-])c1 | -4% | 2% | 7% | -2%

No. | SMN2 splice up | ALDH1A1 inh | Lamin A splicing | RECQ1 inh
37 | 19% | 1% | 8% | -7%
38 | 0% | 7% | 3% | -10%
39 | -10% | 11µM* | ? | -4%
40 | 17% | 3% | 0% | 0%
41 | 2% | -7% | -7% | -2%
42 | -30% | -15% | -28% | 6%
43 | 14% | ? | ? | -2%
44 | 18% | 10% | 3% | -12%
45 | -13% | ? | -14%[46 µM] | i
46 | -12% | ? | 2% | -6%
47 | -22% | 2% | -4% | -1%
48 | -8% | -5% | -20%[46 µM] | -1%

Not all compounds are listed, so the mix of outcomes need not match the whole.
